Luc counter = counter-screen: inhibitors of Kinase-Glo firefly luciferase; Q27757; Kinase-Glo luciferase, ATP luminescence, 8 min; Potency, µM (highest dose often 38.3 µM), for inactives: at the top dose activity change, negative = inhibition, most hits filed as inhibitors; 200,000 tested, 0.28% active; further: on the % scale 0 is the no-effect control and ±100 the full control effect; nearly all actives have a fitted effect of over 60% in size
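Inhibition of Kinase-Glo luciferase light generation was assessed at 10 uM ATP in pH 7.2 imidazole buffer, with luminescence measured after eight minutes at ambient temperature.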
GoLoco inh red = RGS12 GoLoco-Gai1 interaction inhibition | P63096 | Gai1:RGS12 GoLoco peptide FP, rhodamine, 10 min | Potency, µM (titrated, usually from 61.6 µM), without a hit: at the top dose activity, negative = inhibition, most hits filed as inhibitors | 230,000 tested, 0.44% active | AID 880; active means well fitted inhibition curve with a large enough effect, not every such curve was filed as active; inactive means no such curve, though single readings can be large or run the other way; further: on the % scale 0 is the no-effect control and ±100 the full control effect; nearly all actives have a fitted effect of over 30% in size; many of its hits are not listed in these tables
Target sequence (P63096 whole entry, looked up): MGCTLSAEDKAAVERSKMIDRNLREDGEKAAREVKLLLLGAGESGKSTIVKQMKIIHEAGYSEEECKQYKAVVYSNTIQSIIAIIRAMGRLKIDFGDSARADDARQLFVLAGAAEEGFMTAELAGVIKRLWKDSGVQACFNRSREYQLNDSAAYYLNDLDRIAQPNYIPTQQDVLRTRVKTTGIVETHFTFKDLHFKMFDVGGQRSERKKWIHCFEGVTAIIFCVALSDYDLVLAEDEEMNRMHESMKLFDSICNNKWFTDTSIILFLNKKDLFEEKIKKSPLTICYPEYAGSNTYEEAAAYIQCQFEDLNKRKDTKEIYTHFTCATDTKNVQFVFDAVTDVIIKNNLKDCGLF
JMJD2E inh = JMJD2E (human) inhibition; B2RXH2; JMJD2E catalytic domain, FDH-coupled NADH fluorescence (FDH is formaldehyde dehydrogenase); Potency, µM (doses to about 57.1 µM), for inactives: top-dose activity change, negative = inhibition, actives largely listed as inhibitors; 230,000 tested, 1.6% active; AID 2147; active means well fitted inhibition curve with a large enough effect, not every such curve was filed as active; inconclusive means small, poorly fitted or top-dose-only effect, or another doubt; inactive means no such curve, though single readings can be large or run the other way;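 further: 0% = wells with enzyme and -100% = buffer wells without enzyme; nearly all actives have a fitted effect of over 50% in size; many of its hits are not listed in these tables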
Target sequence (B2RXH2 1-337 limits assumed): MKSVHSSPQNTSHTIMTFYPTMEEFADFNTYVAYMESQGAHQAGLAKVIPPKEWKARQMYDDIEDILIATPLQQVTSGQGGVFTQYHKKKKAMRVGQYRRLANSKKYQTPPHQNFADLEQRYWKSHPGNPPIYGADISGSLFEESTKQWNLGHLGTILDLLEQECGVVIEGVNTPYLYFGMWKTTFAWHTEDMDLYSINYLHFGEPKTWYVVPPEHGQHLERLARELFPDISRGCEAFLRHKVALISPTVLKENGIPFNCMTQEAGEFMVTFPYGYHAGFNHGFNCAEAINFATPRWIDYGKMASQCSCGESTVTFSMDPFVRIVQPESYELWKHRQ
RECQ1 helicase = RECQ1 (human) helicase inhibition | AID 2549 | RECQ1 DNA unwinding, red fluorescence kinetic read | Potency, µM (top dose mostly 57.3 µM), inactives show at the highest dose activity, negative = inhibition, most hits filed as inhibitors | 240,000 tested, 0.54% active | P46063;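 further: plate controls were vehicle for no effect and no enzyme for full effect; nearly all actives have a fitted effect of over 30% in size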
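50 nM RECQ1T1 preincubated 15 min with compound in Tris pH 8.0 buffer with MgCl2, DTT, Tween-20 and 2.5 ug/ml poly(dI-dC); started with 200 nM TAMRA/BHQ-2 forked duplex and 2 mM ATP. Unwinding read as fluorescence (525/598 nm), two reads 2 h apart.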
IMPase Li cell = membrane-permeable IMPase blocker, potentiated with lithium; CHO-M1 cells, IP1 TR-FRET (IP-One), carbachol + lithium; Potency, µM (series often up to 59.4 µM), for inactives: at the highest dose activity, negative = IMPase inhibition, most hits filed as inhibitors; AID 1457; 210,000 tested, 0.35% active;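 further: IP1 builds up when IMPase is blocked and the TR-FRET signal falls; plate controls were basal vehicle for no effect and high inhibitor control for full effect; nearly all actives have a fitted effect of over 50% in size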
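Test compounds were applied to CHO-M1 cells previously cultured for 16–30 h at 2000 per well. A small lithium amount accompanied them; after 30 min at 37C, IP1 was quantified by TR-FRET.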
Epigenetic derep = epigenetic control regulation, reporter derepression; murine LDR cells, GFP reporter derepression, 30 h; Potency, µM (titrated, usually from 53.9 µM), for the others: at the highest dose GFP activation, most hits filed as activators; 280,000 tested, 0.2% active; AID 1865; further: % of control where 0% means no effect; nearly all actives have a fitted effect of over 60% in size
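Reporter derepression read as number of fluorescent GFP-positive objects, 20-120 um in size, counted by laser-scanning cytometer. Mouse LDR line with an epigenetically silenced CMV-GFP locus; compound incubation 30 h, 37 C.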
NPSR antag = neuropeptide S receptor (human) antagonism, cAMP. Q6W5P4. CHO-NPSR cells, cAMP TR-FRET, antagonist mode. Potency, µM (highest dose often 38.3 µM), inactives show at the highest dose activity change, negative = inhibition, usual class: inhibitors. 220,000 tested, 1% active. AID 1461; further: on the % scale 0 is the no-effect control and ±100 the full control effect; nearly all actives have a fitted effect of over 50% in size; many of its hits are not listed in these tables
SMN2 splice enh = SMN2 splice variant enhancement; AID 1458; 210,000 tested, 2.8% active; HEK293 SMN2-luciferase splicing reporter, luminescence, 30-36 h; Potency, µM (titrated, usually from 46.1 µM), inactives show top-dose activity change, positive = activation, most hits filed as activators; further: % of control where 0% means no effect; nearly all actives have a fitted effect of over 55% in size
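HEK293 cells carry an SMN2 minigene-luciferase reporter in which exon 7 inclusion puts luciferase in frame. Cells were seeded at 2000 cells/well, attached for 10-12 hours, then exposed to compounds for 30-36 hours at 37C before ONE-Glo luminescence.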
* marks the source's active call; other numbers are inactive results; i = inactive; ? = inconclusive; . = not tested or not shown; & = joins results of further samples; ! = not confirmed by another sample; [ ] = another dose, or the depositor's remark. Unless noted, the call rests on the fitted dose curve; in most records, active means well fitted curve in the direction sought with a large enough effect; inconclusive means small, poorly fitted or top-dose-only effect, or another doubt; inactive means no such curve, though single readings can be large; an effect the other way counts as inactive or inconclusive. Potency means the concentration at half of the fitted maximal effect.

1) O=C(Cn1cnc2cc([N+](=O)[O-])ccc2c1=O)NC(=O)NCc1ccccc1
2) ClC(/C=N/n1cnnc1)=C/c1ccccc1
3) COc1ccc(OCC(O)Cn2cnc(-c3ccc(Br)cc3)c2)cc1 (stereo unspecified)
4) NC(=O)CSCc1nc2ccccc2s1
5) O=C(Nc1cccc(S(=O)(=O)C(F)F)c1)c1ccc(S(=O)(=O)N2CCCC2)cc1
6) COc1ccc(OC)c2sc(NC(=O)C(C)C)nc12
7) COC(=O)c1oc2ccc(OC)cc2c1N
8) Cc1ccc(C2=NOC(=O)/C2=C\c2ccc(C)o2)cc1
assay / compound	1	2	3	4	5	6	7	8
Luc counter	.	.	2%	-4%	3%	-1%	-2%	.
GoLoco inh red	17%	0%	9%	68%[activator]	3%	-3%	0%	25%
JMJD2E inh	?	-1%	0%	-10%	14%	?	?	-19%
RECQ1 helicase	i	-2%	2%	-14%	i	3%	2%	?
IMPase Li cell	.	.	-4%	24%[38.3 µM]	17%	55%[activator][38.3 µM]	-6%	.
Epigenetic derep	1.1%	9.0%	-1.0%	-10%	-0.4%	0.0%	-2.3%	1.1%
NPSR antag	11%	11%	-9%[46.1 µM]	-11%[46.1 µM]	-12%	-5%[46.1 µM]	13%	?
SMN2 splice enh	.	.	-68%[inhibitor]	2%	-8%	-5%	?	.

9) CCOC(=O)C1C(=O)C=C(C)C(C(=O)OCC)C1c1ccc(OC)cc1 (stereo unspecified)
10) CS(=O)(=O)Nc1cccc(-c2nc(Nc3ccc(F)cc3)c3ccccc3n2)c1
11) Cc1nnc(C)n1/N=C/c1cc(Br)cc(Br)c1O
12) Cn1ccsc1=NC(=O)c1ccc(Cl)cc1
13) COC(=O)[C@@]1(Cc2ccc(F)cc2)[C@H]2c3cc(C(=O)N4CCCC4)n(CCCNc4ncc(C(F)(F)F)cc4Cl)c3C[C@H]2CN1C(=O)c1ccccc1
14) O=S(=O)(c1ccc(Br)s1)N1CCN(Cc2ccc3c(c2)OCO3)CC1
15) O=C(COc1ccc(Br)cc1Br)NC1CCCC1
16) COC(=O)CCCCCCCCC(O)CN1CCCCC1 (stereo unspecified)
assay / compound	9	10	11	12	13	14	15	16
Luc counter	-2%	-2%	23%	-4%	1%	-3%	2%	0%
GoLoco inh red	-4%	0%	-5%	11%	2%	-1%	3%	-3%
JMJD2E inh	-5%	?	-9%	-9%	-20%	6%	-4%	2%
RECQ1 helicase	-9%	-5%	i	i	-4%	-13%	i	3%
IMPase Li cell	3%[38.3 µM]	22%	-2%[38.3 µM]	4%	-4%	32%[activator][38.3 µM]	-8%	9%
Epigenetic derep	-1.2%	1.3%	0.0%	1.1%	1.7%	-0.3%	-2.9%	-1.8%
NPSR antag	-12%[46.1 µM]	.	-10%[46.1 µM]	-5%	.	-14%[46.1 µM]	4%	20%
SMN2 splice enh	-13%	-108%[inhibitor]	.	14µM*	-18%	0%	-57%[inhibitor]	-8%

Shown with values under each structure: part of the list above
Below each compound: Luc counter	GoLoco inh red	JMJD2E inh	RECQ1 helicase	IMPase Li cell	Epigenetic derep	NPSR antag	SMN2 splice enh
#7 COC(=O)c1oc2ccc(OC)cc2c1N
  -2%	0%	?	2%	-6%	-2.3%	13%	?
#8 Cc1ccc(C2=NOC(=O)/C2=C\c2ccc(C)o2)cc1
  .	25%	-19%	?	.	1.1%	?	.
#9 CCOC(=O)C1C(=O)C=C(C)C(C(=O)OCC)C1c1ccc(OC)cc1 (stereo unspecified)
  -2%	-4%	-5%	-9%	3%[38.3 µM]	-1.2%	-12%[46.1 µM]	-13%
#10 CS(=O)(=O)Nc1cccc(-c2nc(Nc3ccc(F)cc3)c3ccccc3n2)c1
  -2%	0%	?	-5%	22%	1.3%	.	-108%[inhibitor]
#11 Cc1nnc(C)n1/N=C/c1cc(Br)cc(Br)c1O
  23%	-5%	-9%	i	-2%[38.3 µM]	0.0%	-10%[46.1 µM]	.
#12 Cn1ccsc1=NC(=O)c1ccc(Cl)cc1
  -4%	11%	-9%	i	4%	1.1%	-5%	14µM*
#13 COC(=O)[C@@]1(Cc2ccc(F)cc2)[C@H]2c3cc(C(=O)N4CCCC4)n(CCCNc4ncc(C(F)(F)F)cc4Cl)c3C[C@H]2CN1C(=O)c1ccccc1
  1%	2%	-20%	-4%	-4%	1.7%	.	-18%
#14 O=S(=O)(c1ccc(Br)s1)N1CCN(Cc2ccc3c(c2)OCO3)CC1
  -3%	-1%	6%	-13%	32%[activator][38.3 µM]	-0.3%	-14%[46.1 µM]	0%

(next part)
17) NNC(=O)c1ccc(Cn2cc(Br)c(N)n2)cc1
18) O=C(CC12CC3CC(CC(Br)(C3)C1)C2)Nc1cccc(S(=O)(=O)NC2=NCCC2)c1
19) COC(=O)CCNc1ccc2c(c1)OCCO2
20) CC(C)N(CC#CCC(O)(c1ccccc1)C1CCCC1)CCO (stereo unspecified)
21) C=C[C@](C)(O)CCC1C(=C)CCC2[C@@](C)(CO)CCC[C@@]12C (stereo partly specified)
22) O=c1[nH]c2cc(Cl)c(Cl)cc2[nH]c1=O
23) Cc1nc(NC(=O)CSc2cc(C)c3ccccc3n2)c(Cl)cc1Cl
24) COc1ccc(S(=O)(=O)Nc2nccs2)cc1OC
assay / compound	17	18	19	20	21	22	23	24
Luc counter	.	-2%	-7%	-2%	-2%	-2%&-3%	.	0%
GoLoco inh red	4%	9%	-8%	-11%	1%	18%&22%&6%	.	11%
JMJD2E inh	32%[activator]	-8%	-16%	-3%	2%	?	2%	6%
RECQ1 helicase	8%	i	-6%	i	-15%	-3%&6%	3%	-7%
IMPase Li cell	.	-5%	-4%[38.3 µM]	19%	5%	-15%&-17%&10%	.	0%
Epigenetic derep	-0.3%	-1.1%	2.5%	-5.0%	0.4%	-0.2%&1.1%&3.5%	0.0%	-1.1%
NPSR antag	-14%	8%	-12%[46.1 µM]	-1%	.	-6%[46.1 µM]	-23%[46.1 µM]	4%
SMN2 splice enh	.	-2%	-41%[inhibitor]	.	-33%[inhibitor]	11µM*!	.	.

25) O=C(/C=C/NNC(=O)c1ccc(Cl)cc1)c1ccccc1
26) COc1cc(/C=N/n2c(-c3n[nH]c4c3CCC4)n[nH]c2=S)cc(OC)c1O
27) Cc1[nH]c2c(Br)cccc2c1[C@H]1[C@@H](CC#N)C1(C)C
28) COc1ccc(C(C(=O)NC2CCCCC2)N(C(=O)Cc2c[nH]c3ccccc23)c2ccccc2C)cc1OC (stereo unspecified)
29) COc1cc(-c2nnc(-c3cc(OC)c(OC)c(OC)c3)o2)cc(OC)c1OC
30) CC1Cc2ccccc2N1S(=O)(=O)c1cccc2nsnc12 (stereo unspecified)
31) NC(=O)C1(N2CCCCC2)CCN(Cc2nc3ccccc3c(=O)[nH]2)CC1
32) COc1ccc(OC)c(-c2cn(S(=O)(=O)c3ccccc3)nc2N)c1
assay / compound	25	26	27	28	29	30	31	32
Luc counter	1%	.	21%	3%	2%	3%	0%	1%
GoLoco inh red	4%	8%	46%[activator]	2%	-2%	8%	-2%	10%
JMJD2E inh	-6%	-9%	?	0%	?	5%	?	-1%
RECQ1 helicase	-4%	14%	3%	-8%	i	-6%	2%	11%
IMPase Li cell	1%	.	-12%	13%	6%	13%[38.3 µM]	17%[38.3 µM]	35%[activator][38.3 µM]
Epigenetic derep	4.3%	1.1%	-0.9%	1.0%	0.8%	0.0%	2.7%	0.0%
NPSR antag	-16%	-7%	?	-22%	5%[46.1 µM]	-22%[46.1 µM]	-9%[46.1 µM]	-6%[46.1 µM]
SMN2 splice enh	7%	.	.	-15%	23%	0%	-6%	-26%

The list is partial; the hit share may differ from the screen's.
